# HTR5A inv ag: counter-screen for OPRM1-OPRD1 inverse agonists: human HTR5A inverse agonism; P47898; HTR5A cell line, luminescence; inhibition, % at 9.3 µM; 0.083% of 340,000 active; AID 504634; in the data active means inhibition mostly above about 23%, no sharp cut-off; inactive means mostly below about 18%;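 further: 0% = cells with DMSO and 100% = no-cell wells with DMSO; some compounds called inactive have numbers as strong as hits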
# Target sequence (P47898 whole entry, looked up): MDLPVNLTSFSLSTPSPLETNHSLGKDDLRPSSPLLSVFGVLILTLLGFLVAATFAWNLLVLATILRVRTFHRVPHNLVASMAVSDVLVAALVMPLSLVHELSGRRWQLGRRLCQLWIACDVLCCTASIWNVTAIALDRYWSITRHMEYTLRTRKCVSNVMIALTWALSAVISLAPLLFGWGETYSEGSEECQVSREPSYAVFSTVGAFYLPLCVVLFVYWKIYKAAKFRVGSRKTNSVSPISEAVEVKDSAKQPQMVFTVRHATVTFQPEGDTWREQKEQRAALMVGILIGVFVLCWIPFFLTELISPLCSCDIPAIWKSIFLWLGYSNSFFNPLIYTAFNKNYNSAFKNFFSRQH
# RTF Ca sens inh: cardiac RTF calcium desensitization. IANBD-labeled cardiac RTF, Ca2+ fluorescence. AID 493244. 0.12% of 340,000 active. inhibition, % at 7.15 µM;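 active means inhibition above the mean inhibition of all tested compounds plus 3 SD, cut at about 17% in these data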;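 further: assay run at fixed EC70 calcium of 1.6 mM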
# MOR-DOR inv ag: mu-delta opioid heterodimer inverse agonism | P35372+P41143 | cell-based MOR-DOR heterodimer luminescence | inhibition, % at 9.3 µM | 0.21% of 340,000 active | AID 504357; in the data active means inhibition above about 22%, passing the limit was not always enough;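 further: 0% = cells with DMSO and 100% = wells without cells with DMSO; values of inactives mirror those of a sister screen read the other way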
# RTF Ca sens act: increases calcium sensitivity of human cardiac regulated thin filaments; P19429+P45379; IANBD-labeled TnC RTF fluorescence at EC20 calcium; 0% EC20 calcium, 100% full calcium; activation, % at 7.2 µM; 0.24% of 340,000 active; AID 493008;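 active means activation above the mean over all tested compounds plus 3 SD, cut at about 30% in these data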;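 further: rise in fluorescence read as greater calcium sensitivity of cardiac thin filaments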
# HTR5A ag: activates human HTR5A in OPRM1-OPRD1 agonist counter-screen; P47898; 0.61% of 340,000 active; AID 504692; activation, % at 9.3 µM; HTR5A agonist assay, luminescence, cell-based; in the data active means activation mostly above about 9.5%, no sharp cut-off; inactive means mostly below about 7.6%;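 further: 0% = cells with vehicle only and 100% = reference agonist; strong numbers were not always called active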
# C-LANA FP: inhibitors of KSHV LANA C-terminal domain DNA binding | MBP-C-LANA/FAM-LBS DNA binding, fluorescence polarization | inhibition, % at 9 µM | 0.078% of 340,000 active;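 active means highest replicate inhibition at or above 60% at 9 µM, even if other replicates fall short; inactive means all replicates below 60% inhibition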;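 further: 0% = neutral control wells and 100% = 4 µM acridine orange control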
# OPRM1-OPRD1 ag: agonists of human mu-delta opioid receptor heterodimerization. P35372+P41143. cells, OPRM1-OPRD1 heterodimerization, luminescence. activation, % at 9.3 µM. 0.3% of 340,000 active. AID 504326; in the data active means activation above about 18%;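 further: 0% = vehicle-treated cells and 100% = reference agonist; values of inactives mirror those of a sister screen read the other way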
# CAL PDZ FP: CAL PDZ (human) peptide binding inhibition; purified CAL PDZ, TMR-peptide fluorescence polarization, 1 h; inhibition, % at 24.9 µM; 0.92% of 300,000 active; AID 602252;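 active means mean inhibition of at least 30% with at least half of replicates also reaching 30%; inconclusive means no clear call, values can overlap the other calls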;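 further: 0% = DMSO neutral control and 100% = excess unlabeled competitor peptide PRC23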
# Keap1-Nrf2 PPI: Keap1-Nrf2 (human) interaction inhibition | Q14145 | Keap1 Kelch-Nrf2 peptide fluorescence polarization, 1536-well | inhibition, % at 9.4 µM | 0.15% of 340,000 active; in the data active means inhibition above about 12%; inconclusive means no clear call, values can overlap the other calls; inactive means below about 7.3%;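 further: human Keap1 Kelch domain with fluorescein labeled Nrf2 9mer peptide probe; 0% = neutral control wells and 100% = peptide positive control; higher means more block of Keap1 binding to Nrf2 peptide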
# Target sequence (Q14145 whole entry, looked up, the tested form may be a part): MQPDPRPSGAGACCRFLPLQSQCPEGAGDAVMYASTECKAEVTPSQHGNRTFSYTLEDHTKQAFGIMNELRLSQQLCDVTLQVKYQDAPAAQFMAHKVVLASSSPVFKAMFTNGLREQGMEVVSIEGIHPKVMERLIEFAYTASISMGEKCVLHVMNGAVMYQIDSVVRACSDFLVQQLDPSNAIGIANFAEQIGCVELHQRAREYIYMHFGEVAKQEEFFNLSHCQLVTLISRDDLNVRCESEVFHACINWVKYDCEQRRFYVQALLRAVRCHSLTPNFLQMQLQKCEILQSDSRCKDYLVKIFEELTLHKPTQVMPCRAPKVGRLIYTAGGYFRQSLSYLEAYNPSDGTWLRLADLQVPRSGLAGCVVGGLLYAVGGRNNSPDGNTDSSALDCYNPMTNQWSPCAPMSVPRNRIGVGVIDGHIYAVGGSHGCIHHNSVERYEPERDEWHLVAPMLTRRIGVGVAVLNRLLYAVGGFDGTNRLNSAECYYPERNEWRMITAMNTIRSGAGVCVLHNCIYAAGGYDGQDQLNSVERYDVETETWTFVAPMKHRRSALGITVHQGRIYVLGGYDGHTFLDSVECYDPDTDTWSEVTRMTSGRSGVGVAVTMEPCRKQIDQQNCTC
# V-ATPase pH: alters yeast V-ATPase proton transport; S. cerevisiae, pHLuorin cytosolic pH fluorescence; response, % at 10 µM; 0.37% of 350,000 active; AID 504577; in the data active means response mostly above about 7.3%, no sharp cut-off; inactive means mostly below about 5.4%; further: actives read high; inactives centre near 0; some compounds called inactive have numbers as strong as hits; reference of the scale not given here
# * = called active by the depositor; ? = inconclusive; / = not tested or not shown.
SMILES,HTR5A inv ag,RTF Ca sens inh,MOR-DOR inv ag,RTF Ca sens act,HTR5A ag,C-LANA FP,OPRM1-OPRD1 ag,CAL PDZ FP,Keap1-Nrf2 PPI,V-ATPase pH
CCCCCCCCC(=O)N/N=C/c1ccccn1,-8,7,-38,-1,0,0.7,6.7,3,3,-1
COc1cc(NC(=O)C2Cc3ccccc3CN2S(C)(=O)=O)cc(OC)c1 (stereo unspecified),0,-1,13,-6,0,0.2,-2.7,-4,-3,-4
CCC(=O)Nc1ccc(C(=O)CSc2nc3ccccc3cc2CC)cc1,-3,-3,6,-1,5,0.3,-1.0,-3,5,-3
Cc1c(NC(=O)C(C)OC(=O)c2ccc([N+](=O)[O-])cc2Cl)c(=O)n(-c2ccccc2)n1C (stereo unspecified),-15,-10,-32,3,4,-1.1,4.8,-1,-3,1
Cc1ccccc1NC(=O)c1nn(-c2ccc(F)c(F)c2)ccc1=O,-23,-19,5,3,5,0.6,-0.9,-3,-4,0
CC1=C([N+](=O)[O-])C(c2ccccc2C(F)(F)F)NC(=O)N1C (stereo unspecified),-16,-7,9,6,-3,-0.3,-1.7,0,-2,0
COc1ccc(OCC(=O)Nc2ccc3c(c2)nc(CCNC(C)=O)n3C)cc1,-5,-4,9,2,4,1.1,-1.8,-5,0,1
Cc1ccc(CN2CC(C(=O)N3CC(C)CC(C)C3)CC2=O)cc1 (stereo unspecified),-14,-5,3,-3,5,-1.1,-0.4,-2,-3,-2
O=C(c1ccc(-c2ccccc2)cc1)N1CCN(c2ccccc2F)CC1,-13,8,-10,-6,3,-0.9,2.0,-3,3,-3
c1csc(-c2nn3c(Cn4nnc5ccccc54)nnc3s2)c1,-13,-1,7,-1,5,0.3,-1.4,/,-7,1
Cc1ccc(OCC(=O)Nc2c(C)ccc3nsnc23)cc1,-6,6,12,-7,2,1.1,-2.2,52*,2,-4
N#Cc1ccc(-c2ccc(F)cc2)nc1Oc1ccc(F)cc1,10,0,-14,1,1,0.5,2.8,/,-8,7
COc1ccc2c(Cl)c(C(=O)NCCCn3ccnc3)sc2c1Cl,19,-6,0,5,-5,0.9,0.1,-2,-5,1
CCOc1ccc(OCC)c(NC(=O)C2CCN(c3cnccn3)CC2)c1,5,-3,20,2,0,0.0,-4.0,0,-3,2
O=C(c1ccc(NC2=NC3CS(=O)(=O)CC3S2)cc1)N1CCN(C(=O)c2ccco2)CC1 (stereo unspecified),1,0,9,1,1,-0.1,-1.6,/,3,-3
O=C(Cc1ccc(Cl)cc1)N1CCN(C(=O)c2ccco2)CC1,19,-11,13,-1,3,1.2,-2.5,6,2,1
Cc1ccccc1CN1[C@@H](C(C)C)COCCS1(=O)=O,16,2,8,2,0,-0.3,-1.4,-2,-3,-3
CCC1S/C(=N\S(=O)(=O)c2cccs2)N(C2CCCCC2)C1=O (stereo unspecified),-3,-3,16,4,1,1.1,-3.9,/,3,1
CCC(=O)N1c2ccc(S(=O)(=O)N3CCCC3)cc2CC1C (stereo unspecified),15,-9,5,5,4,1.1,-1.0,2,7,-3
O=C(Nc1nccs1)c1cc2c(s1)-c1ccccc1OC2,-2,-10,-42,5,1,0.1,8.2,-3,-2,3
O=C(c1cnn2c(C(F)F)cc(C3CC3)nc12)N1CCCC1,2,-4,0,-2,2,0.5,0.1,-5,-7,4
Cn1c(=O)c2c(nc(NCc3cccnc3)n2Cc2ccc(Cl)cc2)n(C)c1=O,-9,-13,-3,2,1,0.3,0.6,2,-3,1
O=C1c2cc(O)cc(O)c2C(=O)c2c1cc(O)c([C@@H](CO)CCO)c2O,0,4,15,0,-4,2.2,-2.7,4,-5,-2
COc1cc(C=O)ccc1OCC(=O)Nc1cccc(S(=O)(=O)N(C)c2ccccc2)c1,9,9,8,0,-3,-1.5,-1.2,-4,-3,-1
CCc1noc(C)c1C(=O)NCCc1ccc(S(N)(=O)=O)cc1,-19,-6,-2,-2,-6,0.2,0.3,-4,-7,-4
COc1ccc(CN(C)C(=O)c2cc(S(=O)(=O)Nc3ccccc3F)ccc2C)c(OC)c1,15,-4,-9,5,7,0.0,2.8,1,?,1
CCC(C)NC(=O)c1ccc(CSCc2cccc(F)c2)o1 (stereo unspecified),-2,-4,9,0,0,0.0,-1.7,2,-3,4
COc1ccc(CNc2ccccc2)cc1Br,-28,-4,-11,-7,-3,0.1,1.9,-1,-7,-2
CNC(=O)c1cc(S(=O)(=O)NC2CCCCCC2)ccc1C,11,-3,17,5,1,0.8,-3.3,-4,-1,-4
Cc1noc(C)c1C(=O)OCC(=O)c1c[nH]c2ccccc12,9,-5,6,2,-2,-0.1,-1.4,/,1,0

# Among those listed so far, four have two or more sulfur atoms:
SMILES,HTR5A inv ag,RTF Ca sens inh,MOR-DOR inv ag,RTF Ca sens act,HTR5A ag,C-LANA FP,OPRM1-OPRD1 ag,CAL PDZ FP,Keap1-Nrf2 PPI,V-ATPase pH
c1csc(-c2nn3c(Cn4nnc5ccccc54)nnc3s2)c1,-13,-1,7,-1,5,0.3,-1.4,/,-7,1
O=C(c1ccc(NC2=NC3CS(=O)(=O)CC3S2)cc1)N1CCN(C(=O)c2ccco2)CC1 (stereo unspecified),1,0,9,1,1,-0.1,-1.6,/,3,-3
CCC1S/C(=N\S(=O)(=O)c2cccs2)N(C2CCCCC2)C1=O (stereo unspecified),-3,-3,16,4,1,1.1,-3.9,/,3,1
O=C(Nc1nccs1)c1cc2c(s1)-c1ccccc1OC2,-2,-10,-42,5,1,0.1,8.2,-3,-2,3

# (continued)
SMILES,HTR5A inv ag,RTF Ca sens inh,MOR-DOR inv ag,RTF Ca sens act,HTR5A ag,C-LANA FP,OPRM1-OPRD1 ag,CAL PDZ FP,Keap1-Nrf2 PPI,V-ATPase pH
COc1ncnc(OC)c1S(=O)(=O)NCc1ccccc1,7,-6,4,-3,-2,-0.8,-0.8,-3,5,0
O=C(Cn1ncc2c3ccccc3n(Cc3ccccc3F)c2c1=O)N1CCN(c2ccccn2)CC1,1,-9,-6,4,2,1.4,1.2,/,-6,3
Cc1ccc(C)c(CNc2ccc(S(=O)(=O)N3CCCCC3)cc2)c1,-3,7,-19,-4,1,0.8,4.6,-6,-4,5
COc1ccc2[nH]cc(CCn3ccc(=O)c(C)c3C)c2c1,5,-9,11,5,11*,0.1,-2.3,14,3,2
CN(Cc1cccc(F)c1)C(=O)c1ccc(S(=O)(=O)C(F)F)cc1,-2,0,18,5,1,0.4,-4.1,0,-2,-2
CC(=O)SC1CC2=CC(=O)CCC2(C)C2CCC3(C)C(CCC34CCC(=O)O4)C12 (stereo unspecified),-13,-6,16,2,-1,-0.3,-3.2,-3,-6,-5
Cc1cccc(C)c1-n1c(C)cc(/C=N/NC(=O)CSc2ncccn2)c1C,10,-15,6,-3,-4,-0.7,-1.1,/,1,-1
Clc1cccc(CNc2nnnn2-c2ccccc2)c1,-3,-1,6,-4,1,3.2,-1.1,-9,-6,-3
CCOC(=O)c1sc(NC(=O)CCc2ccccc2)nc1C,30,-8,-1,-3,-4,0.6,0.1,/,2,2
CC1c2cc3c(cc2CCN1S(=O)(=O)c1ccccc1)OCCCO3 (stereo unspecified),11,1,11,-8,0,0.2,-2.2,5,-2,6
CC(=O)c1cccc(N=C2C(=O)Nc3ccccc32)c1,21,-7,59*,0,-1,2.5,-9.4,-1,1,2
CCOC(=O)CN1C(=O)C(C)(C)Oc2ccc(C(=O)Nc3ccccc3OC)cc21,-14,-7,6,5,-4,0.5,-1.4,0,0,0
COc1ccc(CSCCc2n[nH]c(=S)n2-c2ccccc2)cc1C,13,-5,8,8,-5,-1.5,-1.6,-4,-6,2
COc1ccc(C(=O)C2CCN(C(=S)NCCc3ccc(OC)c(OC)c3)CC2)cc1,-11,-10,-17,10,4,-0.3,3.0,-6,-7,2
CCCN(CCC)Cc1c(C(=O)N/N=C/c2c[nH]c3ccccc23)nnn1-c1nonc1N,1,-12,-10,-4,0,0.5,1.8,-7,0,7
O=C(c1ccco1)C(O)c1ccco1 (stereo unspecified),35*,-4,70*,2,-10,-0.4,-14,-3,-7,1
CC1CC(C)CN(C(=O)c2cc3ccccc3o2)C1 (stereo unspecified),0,-8,1,4,0,0.8,-0.2,-3,2,0
O=C(CNC(=O)C1CCCCC1)Nc1ccccc1,1,14,8,-3,-5,-0.6,-1.6,-2,-2,-2
COc1ccccc1-n1ccnc1SCC(=O)NCc1ccco1,-1,6,3,-5,0,2.5,-0.7,-6,0,0
C=CCC1C=CCC(CC=C)N1C(=O)c1ccccc1[N+](=O)[O-] (stereo unspecified),4,3,-7,7,0,0.6,1.6,-5,0,1
COC(=O)CSc1nnc(-c2ccc(NS(=O)(=O)c3ccccc3)cc2)o1,-6,-16,7,-4,5,0.6,-1.8,/,4,0
COc1ccccc1C(=O)Nc1ccc2c(c1)nc(CCNC(=O)c1ccco1)n2C,-16,-18,3,-3,6,0.6,-0.5,26,1,-6
CC(C)n1c(N)c(C#N)c2ccc([N+](=O)[O-])cc2c1=O,20,4,18,0,-7,1.4,-3.2,-2,-6,0
CCC(=O)Nc1ccc(NC(=O)C23CC4CC(CC(C4)C2)C3)cn1,-36,3,10,6,-2,-0.3,-1.8,10,-4,5
O=C(NCC(=O)N(CC1CCCO1)C(C(=O)NC1CCCCC1)c1ccccc1)c1ccco1 (stereo unspecified),12,-3,0,-2,2,1.1,0.0,2,2,-1
Cc1cc(Nc2ccc3c(c2)OCCO3)c2cc(Cl)ccc2n1,12,10,11,4,6,1.0,-2.2,-4,-3,0
NS(=O)(=O)c1ccc(CNC(=O)/C=C/c2ccco2)cc1,0,1,8,-2,2,2.6,-1.6,15,0,0
COc1ccc(CN(CC(O)COCc2ccccc2)S(=O)(=O)c2ccccc2Br)cc1OC (stereo unspecified),2,-1,-1,1,-1,0.7,0.4,-3,0,2
CCn1c(=O)n(CC)c2cc([N+](=O)[O-])ccc21,-4,-5,8,4,2,0.5,-1.8,3,-4,-3
Cc1cc2c(cc(C(=O)N3CCC(C(=O)N4CCCC4)CC3)n2Cc2c(F)cccc2Cl)o1,-22,-6,0,7,7,-0.3,-0.1,/,-4,10*
Cc1ccc(NC(=O)NC(=O)N(C(C)C)S(=O)(=O)c2ccc(C)cc2)cc1,-16,9,5,-3,5,1.3,-1.0,-3,-5,1
CCOc1ncccc1C(=O)Nc1cc(S(=O)(=O)N2CCCCC2)ccc1C,14,-2,-4,1,-6,0.0,0.9,-6,-2,-3
CCc1ccc(N2CC(C(=O)Nc3ccc(S(=O)(=O)Nc4nccs4)cc3)CC2=O)cc1 (stereo unspecified),0,10,-10,2,0,-0.7,1.3,-2,6,6
CC(C)CN(C(=O)COC(=O)C1c2ccccc2Oc2ccccc21)C1CCS(=O)(=O)C1 (stereo unspecified),4,0,14,7,-1,1.9,-2.5,-5,-2,-3
NC(N)=N/N=C/c1ccc(Cl)cc1Cl,-3,-7,8,0,3,0.3,-1.7,-4,-1,-2
c1ccc(N2CCN(c3nc(NCc4ccco4)c4ccccc4n3)CC2)cc1,8,0,-19,-2,2,3.0,4.7,/,-4,3
COc1cccc(CNC(=S)NC2CC2)c1,7,6,9,0,-3,-0.2,-1.7,-6,-4,0
